# From PubChem BioAssay
# HSP90 inh: HSP90 inhibitors, primary screen, cell lysate, luminescence; AID 1789, 2009; actives 0.91% (n = 290,000); inhibition, % at 5.6 µM; Rabbit reticulocyte lysate, luciferase refolding luminescence, 3 h; Heat shock protein HSP 90 (rabbit reticulocyte lysate; luciferase refolding);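 active means inhibition above the screen-wide mean plus 3 SD, computed separately per campaign, cut at about 16% in these data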;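 further: 0% = DMSO wells and 100% = 60 µM geldanamycin wells; inhibitors lower the luminescence because luciferase stays unfolded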
# HSF1 inh: HSF1 inhibitors in luciferase reporter cells, primary screen, cell-based, NIH3T3, luminescence; activity change, negative = inhibition, % at 7.5 µM (by protocol); actives 0.77% (n = 300,000); NIH3T3-HGL HSE-luciferase, MG132-induced, luminescence 8 h; active compounds read low;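 active means more than half of replicate wells show activity change below -50%, luminescence cut by over half; inconclusive means some wells, but at most half, below -50%; inactive means no replicate well below -50%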;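 further: luciferase reports HSF-1 transcriptional activity via heat shock element; 0% = median of DMSO wells and -100% = zero luminescence signal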
# HSF-1 act: HSF-1 activators, primary screen, NIH3T3-HGL cells, MG132 stress, luminescence, single point; AID 504408, 2011; activation, % at 9 µM; actives 1.7% (n = 300,000); NIH3T3-HGL HSF-1 luciferase reporter, 8 h; 100% = twice DMSO control signal;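 active means mean replicate activation of at least 50% with a set share of replicates each reaching 50%; inconclusive means only one of those two conditions met; inactive means mean below 50% and too few replicates reaching it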;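 further: 0% = median of the neutral control wells and 100% = twice that signal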
# Dyrk1A ADPGlo: rat Dyrk1A kinase inhibitors, primary screen, biochemical, single point, plate reader | Dual specificity tyrosine-phosphorylation-regulated kinase 1A (Rattus norvegicus), Q63470 | ADP-Glo luminescence, NFATc1 peptide | inhibition, % at 12.5 µM | actives 0.43% (n = 310,000) | AID 504441, 2011; in the data active means inhibition above about 50%;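 further: plate controls were vehicle with enzyme for no effect and no enzyme for full effect; many of its hits are not listed in these tables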
# PolyA inh: polyadenylation inhibitors in yeast reporter cells, primary screen, luminescence, S. cerevisiae. S. cerevisiae SKY197-pL101 polyadenylation reporter, beta-gal luminescence; efflux-impaired pdr1/pdr3 knockout yeast; score 100 = 6 SD above DMSO. AID 1875, 2009. calls only at 12 µM. actives 0.02% (n = 300,000);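 active means lowest replicate activity score at least 50, where 100 means six control SD above control mean; inconclusive means lowest score under 50 but half or more replicates reach 50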;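 further: yeast exposed to compound for 9 h at 30 °C; higher score means more reporter readthrough which indicates perturbed polyadenylation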
# GSK3beta inhib: human GSK3beta kinase inhibitors, primary screen, biochemical, cell-free homogeneous, HTS | GST-GSK3beta kinase, ADP-Glo luminescence, 60 min; active compounds read low | activity score (negative = inhibition), % at 10 µM | actives 0.038% (n = 300,000) | AID 2097, 2009;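 active means more than half of replicate wells score below -50%, meaning over 50% inhibition versus plate controls; inconclusive means some replicates but at most half score below -50%; inactive means no replicate scores below -50%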;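 further: 0% = median DMSO wells and -100% = median GW8510 positive control wells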
# Target sequence (P49841 whole entry, looked up): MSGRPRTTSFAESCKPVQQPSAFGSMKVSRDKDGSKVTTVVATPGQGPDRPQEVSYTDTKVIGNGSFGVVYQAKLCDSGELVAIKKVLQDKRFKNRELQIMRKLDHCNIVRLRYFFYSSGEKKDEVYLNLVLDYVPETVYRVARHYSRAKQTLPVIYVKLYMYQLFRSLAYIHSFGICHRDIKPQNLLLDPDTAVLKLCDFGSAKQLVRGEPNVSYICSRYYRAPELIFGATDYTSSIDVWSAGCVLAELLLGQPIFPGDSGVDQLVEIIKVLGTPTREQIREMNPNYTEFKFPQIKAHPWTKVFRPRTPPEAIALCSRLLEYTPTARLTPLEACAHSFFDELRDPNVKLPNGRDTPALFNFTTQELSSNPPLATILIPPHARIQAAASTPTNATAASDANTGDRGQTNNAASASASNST
#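 Test system: GST-fused GSK3beta enzyme, cell-free | Quantity: 1.6 ng GST-GSK3beta enzyme per well | Reagent: 25 µM ATP with peptide substrate | Schedule: 60 min enzyme reaction, room temperature | Signal: Luminescent ADP-Glo measurement of ADP formed | Read-out basis: Score relative to plate controls | Control set: DMSO and 20 µM GW8510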
# Platelet DG rel: inhibitors of platelet dense granule secretion, primary screen, cell-based, MLPCN, human platelets; human platelet-rich plasma, SFLLRN dense granule ATP release, luminescence; inhibition, %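 (compounds screened at 7.5 µM in platelet-rich plasma)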; actives 0.22% (n = 300,000);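 active means mean replicate score, as percent of positive control, at or above 50; inconclusive means mean below 50 but at least one replicate at or above 50; inactive means mean and every replicate below 50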
# AI-2 QS modul: Vibrio harveyi AI-2 quorum sensing modulators, primary screen, JMH597 strain, luminescence/OD600 ratio. Vibrio harveyi JMH597 AI-2 luminescence/OD600 ratio, 9 h; active compounds read low; strain lacks LuxN and CqsS sensors; 0 = neutral-control median. activity change, % at 7.5 µM. actives 0.4% (n = 300,000). AID 2094, 2009; in the data active means activity change below about -75%, passing the limit was not always enough; inconclusive means no clear call, values can overlap the other calls;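 further: luminescence divided by OD600 gain over 9 h not by final OD600 alone; inactives centre near 13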
# GSK3 alpha inh: blockers of GSK3A enzyme activity – biochemical, luminescence, cell-free homogeneous, HTS, primary screen. GSK-3 alpha kinase, ADP-Glo luminescence, 60 min. inhibition, % at 10 µM. Glycogen synthase kinase-3 alpha (Homo sapiens), P49840. actives 0.1% (n = 320,000);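 in the data active means inhibition above about 50%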;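 further: GST-tagged GSK-3 alpha with peptide substrate and 25 µM ATP; 0% = DMSO neutral wells and 100% = GW8510 positive control wells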
# Target sequence (P49840 whole entry, looked up): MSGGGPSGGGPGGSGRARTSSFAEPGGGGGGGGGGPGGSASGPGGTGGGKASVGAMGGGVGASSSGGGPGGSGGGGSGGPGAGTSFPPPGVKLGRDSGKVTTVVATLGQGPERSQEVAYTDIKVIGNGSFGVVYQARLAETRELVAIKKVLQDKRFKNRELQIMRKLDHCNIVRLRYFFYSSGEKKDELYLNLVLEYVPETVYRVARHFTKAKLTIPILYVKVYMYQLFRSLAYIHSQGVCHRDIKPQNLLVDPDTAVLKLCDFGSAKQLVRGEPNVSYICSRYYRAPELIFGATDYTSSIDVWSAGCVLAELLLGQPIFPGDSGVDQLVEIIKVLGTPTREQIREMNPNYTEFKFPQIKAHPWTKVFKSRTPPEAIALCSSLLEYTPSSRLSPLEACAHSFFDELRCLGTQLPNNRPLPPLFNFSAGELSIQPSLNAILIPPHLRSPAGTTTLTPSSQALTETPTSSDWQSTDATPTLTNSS
# HDAC3 inhib: HDAC3 deacetylase inhibitors, primary screen, biochemical, fluorescence, cell-free homogeneous; Histone deacetylase 3 (Homo sapiens), O15379; recombinant HDAC3, fluorogenic peptide/trypsin coupled; inhibition, % at 8.3 µM; actives 0.15% (n = 320,000); AID 2718, 2010; in the data active means inhibition above about 26%, passing the limit was not always enough; inconclusive means no clear call, values can overlap the other calls
# Numbers without * were called inactive; i = inactive; ? = inconclusive; / = no result given. An excerpt; rates above refer to the full screens.
HSP90 inh,GSK3 alpha inh,AI-2 QS modul,HSF1 inh,Dyrk1A ADPGlo,PolyA inh,HDAC3 inhib,GSK3beta inhib,HSF-1 act,Platelet DG rel,smiles
7,-4,10,-8,2,i,-2,0,1,-1,CN1CCN(C(=O)CCN2C(=O)/C(=C/c3cccc(Br)c3)SC2=S)CC1
0,-3,13,-1,10,i,-5,-1,-1,-2,CCOc1ccc(CCNC(=O)C2CCCN(c3nn4c(=O)cc(C)nc4s3)C2)cc1 (centres undefined)
/,-3,-29,5,2,i,4,-4,0,38,O=C(CSc1nc(=O)n(CCN2CCOCC2)c2c1CCCC2)Nc1ccc([N+](=O)[O-])cc1
4,0,24,-5,-1,i,0,-2,3,-1,O=C(NC(=S)Nc1cccc(Cl)c1N1CCOCC1)c1cccs1
-2,-3,24,-11,-7,i,-1,-2,-9,3,Cc1ccc(OCc2cccc(S(=O)(=O)N(C)C)c2)c([N+](=O)[O-])n1
-2,-2,11,-1,0,i,5,1,14,0,COC(=O)C(C)Oc1ccc(Cc2ncc(C(F)(F)F)cc2Cl)cc1 (centres undefined)
3,2,19,9,-7,i,4,-3,16,2,Cc1ccc(CNC(=O)c2sccc2-n2cccc2)cc1
2,0,9,158,1,i,13,-2,236*,5,C=CCOc1cccc(C(=O)/C=C2/C(=O)Nc3ccccc32)c1
-1,0,9,1,-6,i,0,4,-2,3,Cc1nnc(SCC(=O)Nc2ccccc2F)n1-c1ccc(F)cc1
0,0,13,-3,5,i,-7,0,4,10,CCc1nnc(NC(=O)CCC(=O)NCc2ccc(OC)cc2)s1
2,2,7,1,1,i,-1,3,27,2,O=S(=O)(/C=C/c1ccccc1)N1CCN(c2cccc(Cl)c2)CC1
-6,3,23,-3,0,i,12,-2,-4,1,CCOC(=O)C1=C(N)Oc2cc(O)ccc2C1c1ccc(F)cc1F (centres undefined)
-2,-2,-65,21,/,i,1,0,27,4,O=C(c1[nH]ncc1-c1ccc(Cl)cc1)C1CO1 (centres undefined)
0,-2,32,9,/,i,-4,-1,38,-5,Cc1cc(N2C(=O)C(O)=C(C(=O)c3ccco3)C2c2cccnc2)no1 (centres undefined)
5,-1,10,-5,-5,i,2,0,4,-6,CC(=O)N/C(=C\c1ccccc1)C(=O)N1CCOCC1
-3,-2,16,-2,-3,i,5,-2,1,-2,CCCC1C(=O)N(c2ccccc2)C1c1ccccc1 (centres undefined)
6,0,5,-3,/,i,-6,4,-13,3,CCC(C(=O)O)n1nnc(-c2ccc(OCc3ccccc3)c(OC)c2)n1 (centres undefined)
12,-1,-15,30,0,i,2,-1,27,16,O=C(c1cc(-c2ccc(O)cc2)on1)N1CCCC1
-3,1,3,5,-8,i,5,-3,4,5,COc1ccc(NC(=O)C2CCCN(c3ncccn3)C2)cc1 (centres undefined)
-1,0,20,-4,0,i,0,1,-18,5,CCOc1ccc(CN(C)C(=O)CNC(=O)C2CCCCC2)cc1OC
6,1,8,/,5,i,-8,2,/,2,CCOC(=O)c1cnc2c(C(=O)OC)cccc2c1NCc1ccco1
1,/,21,11,-1,i,/,3,7,1,O=C(N/N=C/c1ccc(COc2ccc(Br)cc2)o1)c1ccc2c(c1)OCO2
/,-2,8,12,-3,i,0,0,24,-1,COC(=O)c1c(NC(=O)CSc2ncnc3ccccc23)sc(C)c1C
0,8,24,-10,-3,i,-1,1,-2,3,O=C(Sc1nnc(-c2ccccc2)o1)N1c2ccccc2Sc2ccccc21
2,-5,10,-1,2,i,-1,0,7,24,O=S(=O)(NCc1ccc2c(c1)OCO2)c1ccc2oc3ccccc3c2c1
2,3,19,0,4,i,2,2,-6,-10,CS(=O)(=O)N(CC(=O)N/N=C/c1cc([N+](=O)[O-])ccc1Cl)c1ccccc1
-1,-2,30,-3,6,i,/,5,19,7,CN(C)CCN(C(=O)CCS(=O)(=O)c1ccccc1)c1nc2cc3c(cc2s1)OCO3
0,-1,16,-9,-8,i,-2,1,11,-3,C/C(=N\Nc1ccccc1)c1c(O)cc(C)oc1=O
11,-4,6,-5,-7,i,2,-1,-4,-4,C#CCOCCOCCOCCNc1nc(N2CCOCC2)nc(N2CCN(C(=O)[C@H]([C@@H](C)CC)n3cc([C@@H](N)CC(C)C)nn3)CC2)n1
2,-4,6,-2,-8,i,-8,0,7,1,CN1CCC(N(C)CC(=O)Nc2ccc3c(c2)OC(F)(F)O3)CC1
-3,-2,34,0,17,i,-1,2,-5,2,N/C(=N\NC(=O)c1cccc(F)c1)c1cc2ccccc2oc1=O
5,-2,-6,-36,13,i,5,3,-48,-6,CCCCCCCOc1ccc(C2(C)NC(=O)NC2=O)cc1 (centres undefined)
/,-4,12,-2,-6,i,-2,7,-8,4,Cn1c(=O)c2c(ncn2CC(=O)OCC(=O)Nc2sccc2C(N)=O)n(C)c1=O
-1,23,13,-9,20,i,-36,-15,-5,0,Cc1c(Cc2ccccc2)c(=O)oc2cc(O)cc(O)c12
0,-5,42,-15,4,i,-17,-2,-8,-2,CC(=O)c1cccc(NC(=O)C(C)OC(=O)CNC(=O)c2ccc(C)s2)c1 (centres undefined)
9,8,10,-2,-2,i,-5,0,6,-4,O=C(CN1C(=O)COc2ccccc21)NCC1CCCO1 (centres undefined)
-1,1,20,3,-2,i,2,0,6,5,COc1cccc(/C=N/NC(=O)c2ccc(=O)n(C)c2)c1OC
-4,-2,18,1,-5,i,-1,-1,17,-2,Cc1cc(C)n(CCCNC(=O)C2CCC(=O)N(CCc3ccc(Cl)cc3)C2)n1 (centres undefined)
-1,19,11,4,10,i,16,-12,2,-2,Cc1cc(O)c(CN(C)C)c2c1C(=O)/C(=C/c1ccco1)O2
6,-2,3,5,-6,i,1,1,10,-11,CCOC(=O)N1CCN(Cc2nc3cc(NC(=O)CC(C)C)ccc3n2C)CC1
/,-6,23,1,/,i,-10,0,2,1,CC1C(=O)N2CCCc3cc(S(=O)(=O)Nc4ccccc4C(N)=O)cc1c32 (centres undefined)
-3,-4,42,-18,0,i,4,0,-15,-3,Cc1sc(NC(=O)Cc2ccc3c(c2)OCO3)nc1-c1ccc2c(c1)CCN2C(=O)c1ccccc1F
-1,-4,5,0,-3,i,2,-2,5,1,COc1ccccc1CN1CCC(n2nccc2NC(=O)CCOc2ccccc2)CC1
-4,-2,6,-3,-5,i,?,3,-14,-4,COc1ccc(S(=O)CC(=O)Nc2ccccc2Cl)cc1 (centres undefined)
-1,2,17,-1,5,i,6,1,17,5,Cn1c(Cl)c(/C=N/OC(=O)c2cccc(Cl)c2)c2ccccc21
1,-2,6,60,2,i,-2,2,95*,1,O=C(Nc1cccc(Cl)c1)N1CCC(CO)(CCOc2ccccc2)CC1
3,0,18,1,2,i,-5,0,7,10,COc1ccccc1NC(=S)N1CCN(C(=O)c2ccco2)CC1
0,-2,8,6,2,i,0,1,6,-1,CNC(=S)Nc1ccccc1-c1ccccc1
1,0,20,0,5,i,-1,1,-13,3,COC(=O)[C@H](Cc1ccccc1)NC(=O)NCCc1ccccc1F
1,0,-2,-5,-6,i,0,1,21,2,CN(C)[C@H]1N(C(=O)c2ccc(Br)cc2)N=C2c3ccccc3S(=O)(=O)N21
68*,61*,-6,-10,7,i,-83,-33,-3,52*,Cc1cc2nc(-c3ccc[nH]c3=O)[nH]c2cc1C
0,-1,-3,-10,3,i,-10,2,6,7,O=C(C1CC(=O)N(C2CCCC2)C1)N1CCN(c2ccccc2F)CC1 (centres undefined)
-2,0,28,6,2,i,-2,/,16,-6,CCC(=O)N1CCc2cc(S(=O)(=O)N3CCCCC3CC)ccc21 (centres undefined)
1,0,10,3,-63,i,-3,-2,-12,8,CC(C)CCN(CCC(C)C)CC(O)Cn1c2ccccc2c(=O)c2ccccc21 (centres undefined)
-1,0,/,-4,1,i,-10,/,3,12,Cc1ccc(S(=O)(=O)NCC(C)n2nc(C)nc2C)cc1 (centres undefined)
-1,-2,32,0,9,i,-2,2,-5,-6,C=CCC(=O)N(CC)CC1CCCN(CCc2cccc(F)c2)C1 (centres undefined)
-3,0,9,-7,5,i,-10,0,-7,1,COc1cccc2sc(NNC(=O)C3=COCCO3)nc12
-1,4,27,5,/,i,1,-1,2,15,O=C(OC1C2CCC1C1CN(CCc3ccccc3)CC12)c1ccccc1 (centres undefined)
0,-4,19,-4,/,i,0,1,-7,0,CC1(C)Cc2c(c(-c3ccccc3)nc3sc4c(=O)[nH]c(=S)[nH]c4c23)CO1
-3,10,2,6,18,i,0,1,28,-9,C1=C(CCNc2ncnc3nc[nH]c23)CCCC1

# Copied from the entries so far, two compounds:
HSP90 inh,GSK3 alpha inh,AI-2 QS modul,HSF1 inh,Dyrk1A ADPGlo,PolyA inh,HDAC3 inhib,GSK3beta inhib,HSF-1 act,Platelet DG rel,smiles
6,0,5,-3,/,i,-6,4,-13,3,CCC(C(=O)O)n1nnc(-c2ccc(OCc3ccccc3)c(OC)c2)n1 (centres undefined)
12,-1,-15,30,0,i,2,-1,27,16,O=C(c1cc(-c2ccc(O)cc2)on1)N1CCCC1

# Additional records
HSP90 inh,GSK3 alpha inh,AI-2 QS modul,HSF1 inh,Dyrk1A ADPGlo,PolyA inh,HDAC3 inhib,GSK3beta inhib,HSF-1 act,Platelet DG rel,smiles
-3,6,25,0,/,i,-4,-3,12,1,CCOc1ccccc1N(CC(=O)OC)S(C)(=O)=O
-1,-1,-5,2,-5,i,-3,-4,29,17,CCCCC(=O)Nc1ccc(NC(=S)NC(=O)c2cccs2)cc1OC
-3,6,7,0,12,i,-7,-1,-10,-9,C/C(Cn1nnc([N+](=O)[O-])n1)=N\NC(=O)c1ccc(O)cc1O
10,2,14,-3,/,i,10,2,6,7,CNCCCC1Sc2ccccc2Oc2ccccc21 (centres undefined)
2,/,5,-4,1,i,/,6,18,20,CCOC(=O)N1CCN(c2ccc(C(F)(F)F)cn2)CC1
4,1,1,1,6,i,-6,4,23,-11,C=CCN(CC=C)S(=O)(=O)c1ccc2nc(NC(=O)C3CCCO3)sc2c1 (centres undefined)
0,0,7,6,2,i,4,0,47,-5,COc1ccc(C(C(C(=O)c2cccs2)N2CCOCC2)N2CCOCC2)cc1OC (centres undefined)
